CCR6 antag: CCR6 (human) receptor antagonism; P51684; CHO-K1 CCR6 PathHunter beta-arrestin, luminescence, CCL20-stimulated; inhibition, % at 20 µM; 340,000 tested, 0.49% active; AID 493098;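 active = compounds whose inhibition of the agonist-driven luminescence signal at 20 µM reaches about 50%, limit read from the data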;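 also: cells stimulated with CCL20 at 14 nM final; plate controls were DMSO with CCL20 for no effect and DMSO without agonist for full effect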
Gli-Sufu block: blocks Gli-Sufu signaling in a luciferase reporter. 340,000 tested, 0.74% active. AID 588413. inhibition, % at 5 µM. Sufu-KO-LIGHT fibroblasts, Gli luciferase reporter luminescence;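 active = inhibition above about 55%, limit read from the data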;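 also: 0% = DMSO-treated cells and 100% = wells with medium but no cells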
Apaf-1 inh: inhibitors of human Apaf-1 apoptosome; reconstituted apoptosome caspase-3 activity, DEVD-Rh110 fluorescence; AID 489030; 330,000 tested, 0.71% active; inhibition, % at 20 µM; O14727; active = inhibition of at least 40% at 20 µM;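 also: plate controls were DMSO wells for no effect and DEVD-CHO caspase inhibitor wells for full effect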
Target sequence (O14727 whole entry, looked up): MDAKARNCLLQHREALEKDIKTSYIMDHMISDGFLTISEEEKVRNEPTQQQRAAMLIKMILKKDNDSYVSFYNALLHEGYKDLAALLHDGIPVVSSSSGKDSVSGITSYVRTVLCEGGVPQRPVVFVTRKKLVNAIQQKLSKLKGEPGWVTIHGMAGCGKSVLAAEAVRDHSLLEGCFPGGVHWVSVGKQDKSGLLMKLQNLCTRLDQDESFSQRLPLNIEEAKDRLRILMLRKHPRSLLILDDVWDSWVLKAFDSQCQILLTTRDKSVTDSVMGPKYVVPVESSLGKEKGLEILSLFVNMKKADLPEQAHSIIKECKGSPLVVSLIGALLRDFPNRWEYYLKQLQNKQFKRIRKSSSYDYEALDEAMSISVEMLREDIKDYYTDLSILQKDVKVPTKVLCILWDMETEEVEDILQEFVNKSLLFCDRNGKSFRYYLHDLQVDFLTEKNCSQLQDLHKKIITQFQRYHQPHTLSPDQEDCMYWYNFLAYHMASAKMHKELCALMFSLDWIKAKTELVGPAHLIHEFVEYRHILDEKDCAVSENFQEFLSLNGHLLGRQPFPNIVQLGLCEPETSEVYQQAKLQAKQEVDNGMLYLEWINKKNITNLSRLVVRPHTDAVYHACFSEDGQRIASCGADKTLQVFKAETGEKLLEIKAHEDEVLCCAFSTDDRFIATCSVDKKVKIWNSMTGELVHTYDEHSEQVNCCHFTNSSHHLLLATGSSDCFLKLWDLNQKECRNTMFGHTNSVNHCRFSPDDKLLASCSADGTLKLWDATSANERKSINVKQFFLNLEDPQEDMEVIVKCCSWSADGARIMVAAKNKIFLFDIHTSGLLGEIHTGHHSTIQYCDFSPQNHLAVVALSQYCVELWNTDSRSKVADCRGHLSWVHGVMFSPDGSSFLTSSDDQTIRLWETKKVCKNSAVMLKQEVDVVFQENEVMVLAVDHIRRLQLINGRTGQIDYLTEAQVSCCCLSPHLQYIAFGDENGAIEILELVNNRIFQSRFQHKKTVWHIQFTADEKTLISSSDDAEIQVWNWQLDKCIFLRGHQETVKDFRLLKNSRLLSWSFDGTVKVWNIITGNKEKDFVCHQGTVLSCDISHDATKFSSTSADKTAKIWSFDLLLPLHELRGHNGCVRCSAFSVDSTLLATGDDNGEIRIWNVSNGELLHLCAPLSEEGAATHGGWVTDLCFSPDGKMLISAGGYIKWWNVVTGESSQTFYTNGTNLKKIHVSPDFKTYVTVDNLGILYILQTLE
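System – cell-free apoptosome with Apaf-1, procaspase-3 and caspase-9 · Buffer or medium – pH 7.5 Hepes buffer with CHAPS, BSA, DTT · Also added – cytochrome c with DEVD-Rh110 · Times – 30 min compound preincubation, 50 min activation, room temperature · Technique – Rh110 fluorescence intensity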
697 NFkB inh: lowers PMA/ionomycin-induced NF-kB signal in 697 B cells | AID 435022 | 330,000 tested, 0.33% active | 697 B-cell NF-kB luciferase reporter, 16 h | inhibition, % at 4 µM; in the data active = inhibition above about 35%
UBC13 inh: human UBC13 polyubiquitination inhibition; P61088; UBC13 polyubiquitin chain formation, TR-FRET; inhibition, % at 20 µM; 330,000 tested, 0.47% active; in the data active = inhibition above about 45%, passing the limit was not always enough
Jurkat NFkB inh: lowers PMA/ionomycin-induced NF-kB signal in Jurkat cells | PMA/ionomycin-induced NF-kB luciferase reporter, luminescence | inhibition, % at 4 µM | 330,000 tested, 0.53% active | AID 435003
EBI2 antag: antagonists of human EBI2 receptor. EBI2 beta-arrestin recruitment, luminescence, 7a,25-OHC stimulated. inhibition, % at 5 µM. 360,000 tested, 0.81% active. AID 651636; in the data active = inhibition above about 38%;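 also: enzyme fragment complementation signal reports receptor beta-arrestin coupling in cells; 0% = agonist plus DMSO wells and 100% = wells without agonist; some results beyond the cut were filed as inactive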
SENP8 block: inhibitors of human SENP8 protease; 330,000 tested, 1.2% active; purified SENP8, Z-RLRGG-aminoluciferin cleavage, luminescence; Q96LD8; inhibition, % at 10 µM
Active calls of the source: *; . = not tested or not shown; & = joins results of further samples. Rule as the data show it, unless noted: active = inhibition above about 50%; inactive = the rest. Only part of the results is shown; the hit share may differ from the screen's.

Each structure is followed by: CCR6 antag	Gli-Sufu block	Apaf-1 inh	697 NFkB inh	UBC13 inh	Jurkat NFkB inh	EBI2 antag	SENP8 block
[1] CCC1CCCCN1CCNC(=O)C1CCN(S(=O)(=O)c2c(C)noc2C)CC1 (stereo not drawn)
  4	2	4	-12	-2	-14	-4	-10
[2] O=C(CN1CCCCC1)NNc1nc(-c2ccccc2)c2cc(Cl)ccc2n1
  15	9	20	13	5	-1	-4	1
[3] O=C(/C=C/c1cccc(O)c1)c1ccc(N2CCOCC2)cc1
  20	1	-22	-16	4	-13	17	35
[4] Cc1ccc(S(=O)(=O)N2CCN(C(=O)CCOc3cc(C)ccc3C)CC2)cc1
  8	3	40*	4	15	2	28	-1
[5] CCOC(=O)C1CCN(S(=O)(=O)c2ccccc2[N+](=O)[O-])CC1
  -1	3	-14	25	-1	13	-7	4
[6] C=CCN(C(=O)COc1ccccc1)c1nnc(-c2ccncc2)s1
  27	1	-2	-12	8	-8	-4	-5
[7] Cc1ccc(C(C(=O)NC2CCCCC2)N(CCCN2CCOCC2)C(=O)c2snc(C(N)=O)c2N)cc1 (stereo not drawn)
  6	38	3	7	7	-2	1	0
[8] CCOC(=O)N1CCC(NC(=O)c2ccc3c(c2)N(C)C(=O)/C(=C/c2cccc(OC)c2)S3)CC1
  15	27	22	-11	-1	53*	25	0
[9] CCC1CCC2(CC1)NC(=O)N(CC(=O)Nc1cccc(S(=O)(=O)N(C)c3ccccc3)c1)C2=O (stereo not drawn)
  17	-15	-6	10	5	8	-3	5
[10] CC(=O)N1CC2(C)CN(C(C)=O)CC(C)(C1)C2
  2	3	-4	11	5	15	-7	-10
[11] CCN(CC)CCCNC(=O)c1ccc2c(SCC(=O)O)c3c(nc2c1)CCC3
  .	.	-3	14	0	2	.	-1
[12] O=C(COC(=O)c1c2c(nc3ccccc13)/C(=C\c1cccs1)CCC2)Nc1ccccc1
  15	5	-3	-26	-3	0	-18	-6
[13] O=C(Nc1ccc2c(c1)nc1n2CCSC1)c1ccco1
  -7	-70	-5	-64	7	-65	-4	-2
[14] CC(C)OCCCNC(=O)CN1C(=O)/C(=C/c2ccccc2)Sc2ccccc21
  10	1	2	5	3	3	3	-4
[15] CC1CC(C)CN(C(=O)CNC(=O)c2sc3ccccc3c2Cl)C1 (stereo not drawn)
  14	-4	11	-13	14	-37	-5	-4
[16] COC(=O)Nc1ccc(SCC(=O)c2ccc(Cl)cc2)cc1
  15	4	2	11	6	9	2	5
[17] CCOc1ccc(NC(=O)CC(Cc2cc(C)cc(C)c2)C(=O)O)cc1 (stereo not drawn)
  0	7	3	5	-3	-10	-5	0
[18] O=C(CCn1c(=O)oc2ccccc21)Nc1nccs1
  6	-12	8	-3	1	-6	1	2
[19] COc1ccc(NS(=O)(=O)c2cccc(C(=O)N3CCCC(C)C3)c2)cc1 (stereo not drawn)
  8	4	24	3	10	4	-2	0
[20] CCc1nnc2c(NCCc3ccc(OC)c(OC)c3)nc3ccccc3n12
  8	-10	5	-4	-2	7	2	0
[21] CCOC(=O)C1CCN(C(=O)CN2C(=O)c3cccnc3Oc3ccc(C)cc32)CC1
  11	-19	-5	-54	-4	-20	-3	0
[22] NC(=O)c1nn(Cc2ccccc2)c(=O)c2ccccc12
  8	32	-1	0	4	-4	4	8
[23] COc1ccc(Nc2nc3ccccc3nc2C)cc1
  12	-1	-14	8	2	20	9	-4
[24] COc1ccc(-n2c(C)nnc2SCC(=O)Nc2ccccc2F)cc1
  7	-5	-7	-7	-2	0	-2	-2
[25] Cc1c(C(=O)OCC(=O)N2CCC(C)CC2)oc2ccccc12
  -1	-3	6	-13	-4	2	-1	-4
[26] O=C(N/N=C/c1ccc(Br)o1)c1cccnc1
  -17	-6	-9	1	-9	10	-9	-4
[27] COc1ccc(S(=O)(=O)NC2CCc3ccccc32)cc1OC (stereo not drawn)
  10	16	2	2	6	-4	-12	7
[28] C=CCn1c(N)c(C(=O)Nc2ccccc2OC)sc1=S
  -3	3	-10	19	12	15	5	7
[29] O=C1CCc2cc(NS(=O)(=O)c3ccc(F)cc3)cc3c2N1CCC3
  10	13	5	-1	3	20	-11	-4
[30] Nc1ccc(N2CCN(c3ccc(F)cc3)CC2)cc1
  -4	35	8	6	0	29	-3	-3
[31] Cc1cc(C(=O)Cn2nc(C(=O)O)c3ccccc3c2=O)c(C)n1C1CC1
  3	-15	-14	-28	3	-11	-3	0
[32] CCN(CC)S(=O)(=O)c1cc(C)c(C)cc1Br
  12	-3	1	-10	7	5	0	-3
[33] Cc1cccc2c1-c1sc(C(=O)Nc3cccc([N+](=O)[O-])c3C)cc1CO2
  0	0	6	-37	6	-5	8	0
[34] COc1ccccc1-c1nnc(NC(=O)c2ccc(S(=O)(=O)N3CCOCC3)cc2)o1
  2	-1	-2	-17	-17	-24	-2	-10
[35] COCC(C)NC(=O)CSc1nc(-c2ccccc2)c(-c2ccccc2)o1 (stereo not drawn)
  7	45	8	-4	3	11	13	11
[36] C[n+]1c2n(c3ccccc31)N=C(c1cc(C(C)(C)C)c(O)c(C(C)(C)C)c1)CS2
  3	89*	18	-8	18	52*	9	-7
[37] Cn1c(=O)cc(C(=O)N/N=C/c2ccc(Cl)cc2)[nH]c1=O
  6	0	-1	-5	-30	-4	2	-5
[38] COc1cc(CNCc2ccc(C(=O)O)cc2)ccc1OCc1ccc(F)cc1
  6	4	-2	10	5	-3	-3	-11
[39] CC(=O)Nc1sc(N/N=C/c2ccc(O)cc2)nc1-c1ccc(C)cc1
  7	-11	-17	4	-3	7	2	-9
[40] CC(=O)c1ccc(NC(=O)C2CCCN(S(=O)(=O)c3c(C)[nH]c(=O)[nH]c3=O)C2)cc1 (stereo not drawn)
  13	-3	1	1	4	5	-25	2
[41] CCOC(=O)C(CCCCOc1ccc([N+](=O)[O-])cc1)C(=O)OCC
  13	4	17	-1	-5	-11	11	-6
[42] COc1ccc(Cc2nnc(SCC(=O)Nc3ccccc3C)n(N)c2=O)cc1
  4	-10	4	-4	-3	-8	12	-3
[43] C=CCc1cc(OC)ccc1OCC(O)CN1CCN(c2ccc(OC)cc2)CC1 (stereo not drawn)
  -3&7	2&-3	4&5	-7&6	-7&9	10&8	13&10	-14&-5
[44] Cc1nnc(NC(=O)CSCc2c(C)noc2C)s1
  -4	-22	-3	21	-4	4	2	4
[45] C/C(=N\NC(=O)c1ccc(F)cc1)c1ccccn1
  80*	12	-2	-371	-24	100*	64*	-7
[46] Cc1cc(OCC(=O)N(C)Cc2ccccc2)ccc1Br
  23	-27	13	-52	-7	-33	91*	-15
[47] O=C(CCCCCN1C(=O)c2ccccc2C1=O)Oc1ccc2c3c(c(=O)oc2c1)CCC3
  -14	6	1	-5	21	5	-1	-7
[48] CCOc1ccc(CN2CCNC(=O)C2CC(=O)NC2CCOCC2)cc1 (stereo not drawn)
  -2	-6	-4	-4	5	3	-12	3
[49] Cc1ccc(Nc2ccc([N+](=O)[O-])cn2)cc1Cl
  13	-9	2	-9	-1	-27	8	-12
[50] COc1ccc(N/C=C(\C=C\C#N)S(=O)(=O)c2ccccc2)cc1
  7	5	0	3	38	-2	-10	-11
[51] O=C(COC(=O)c1ccc2ncsc2c1)NCc1ccc(F)cc1
  0	-9	-6	-14	2	-1	-13	0
[52] C=CCn1nnnc1-c1cccc(Cl)c1
  1	12	2	-7	-3	-20	6	6
[53] CCOC(=O)c1c(NC(=O)CSc2nnnn2-c2ccc3c(c2)OCO3)sc(C)c1C
  2	5	-10	2	-2	-4	11	-2
[54] Cc1cc(NS(=O)(=O)c2ccccc2)cc(Cl)c1O
  -19	-7	5	4	15	-12	-11	-3
[55] Cc1ccc(S(=O)(=O)NC(C)C(=O)N2CCOCCOCCOCC2)cc1 (stereo not drawn)
  11	-16	-5	-3	4	10	-15	5
[56] COCc1nnc(NC(=O)c2ccc(S(=O)(=O)N(C)C3CCCCC3)cc2)o1
  4	9	-4	11	-20	2	-1	0
[57] CC(C)c1nc2cc(C(=O)N3CCN(c4cnccn4)CC3)ccc2o1
  5	1	-2	-7	-17	-1	-7	10
[58] O=c1cc(CN2CCN(Cc3ccccc3)CC2)c2cc3c(cc2o1)CCC3
  6	-1	-6	10	8	0	19	-4
[59] CCC(C)(C(=O)NC1CCCC1)N(Cc1ccco1)C(=O)c1ccc2c(c1)OCO2 (stereo not drawn)
  14	-2	-23	18	7	2	22	0
[60] CN(CCCNC(=O)C1CCN(S(=O)(=O)c2cccc3nsnc23)CC1)Cc1ccccc1
  5	-7	8	6	-1	-17	3	3

(cont.)
Each structure is followed by: CCR6 antag	Gli-Sufu block	Apaf-1 inh	697 NFkB inh	UBC13 inh	Jurkat NFkB inh	EBI2 antag	SENP8 block
[61] CCOC(=O)CCNC(=O)Nc1ccc2nc(C)n(Cc3ccccc3Cl)c(=O)c2c1
  12	7	-3	-3	-2	-11	-2	-3
[62] CCc1cc(SC#N)cc(CC)c1NC(=O)CCl
  2	-8	-3	-11	10	6	2	0
[63] CCCCN(CC)CCNC(=O)Cn1cnc2sc(C)c(S(=O)(=O)N3CCOCC3)c2c1=O
  -1	2	-3	12	0	13	-12	1
[64] Cn1c(=O)c2c(nc(CN3CCc4ccccc4C3)n2CC(=O)c2ccccc2)n(C)c1=O
  25	16	15	7	-3	2	14	-5

Already shown: entries from further up.
Each structure is followed by: CCR6 antag	Gli-Sufu block	Apaf-1 inh	697 NFkB inh	UBC13 inh	Jurkat NFkB inh	EBI2 antag	SENP8 block
[43] C=CCc1cc(OC)ccc1OCC(O)CN1CCN(c2ccc(OC)cc2)CC1 (stereo not drawn)
  -3&7	2&-3	4&5	-7&6	-7&9	10&8	13&10	-14&-5
[44] Cc1nnc(NC(=O)CSCc2c(C)noc2C)s1
  -4	-22	-3	21	-4	4	2	4
[45] C/C(=N\NC(=O)c1ccc(F)cc1)c1ccccn1
  80*	12	-2	-371	-24	100*	64*	-7
[46] Cc1cc(OCC(=O)N(C)Cc2ccccc2)ccc1Br
  23	-27	13	-52	-7	-33	91*	-15
[47] O=C(CCCCCN1C(=O)c2ccccc2C1=O)Oc1ccc2c3c(c(=O)oc2c1)CCC3
  -14	6	1	-5	21	5	-1	-7
[48] CCOc1ccc(CN2CCNC(=O)C2CC(=O)NC2CCOCC2)cc1 (stereo not drawn)
  -2	-6	-4	-4	5	3	-12	3
[49] Cc1ccc(Nc2ccc([N+](=O)[O-])cn2)cc1Cl
  13	-9	2	-9	-1	-27	8	-12
[50] COc1ccc(N/C=C(\C=C\C#N)S(=O)(=O)c2ccccc2)cc1
  7	5	0	3	38	-2	-10	-11
[51] O=C(COC(=O)c1ccc2ncsc2c1)NCc1ccc(F)cc1
  0	-9	-6	-14	2	-1	-13	0
[52] C=CCn1nnnc1-c1cccc(Cl)c1
  1	12	2	-7	-3	-20	6	6
[53] CCOC(=O)c1c(NC(=O)CSc2nnnn2-c2ccc3c(c2)OCO3)sc(C)c1C
  2	5	-10	2	-2	-4	11	-2
[54] Cc1cc(NS(=O)(=O)c2ccccc2)cc(Cl)c1O
  -19	-7	5	4	15	-12	-11	-3
[55] Cc1ccc(S(=O)(=O)NC(C)C(=O)N2CCOCCOCCOCC2)cc1 (stereo not drawn)
  11	-16	-5	-3	4	10	-15	5
[56] COCc1nnc(NC(=O)c2ccc(S(=O)(=O)N(C)C3CCCCC3)cc2)o1
  4	9	-4	11	-20	2	-1	0
[57] CC(C)c1nc2cc(C(=O)N3CCN(c4cnccn4)CC3)ccc2o1
  5	1	-2	-7	-17	-1	-7	10
[58] O=c1cc(CN2CCN(Cc3ccccc3)CC2)c2cc3c(cc2o1)CCC3
  6	-1	-6	10	8	0	19	-4
[59] CCC(C)(C(=O)NC1CCCC1)N(Cc1ccco1)C(=O)c1ccc2c(c1)OCO2 (stereo not drawn)
  14	-2	-23	18	7	2	22	0
[60] CN(CCCNC(=O)C1CCN(S(=O)(=O)c2cccc3nsnc23)CC1)Cc1ccccc1
  5	-7	8	6	-1	-17	3	3
[61] CCOC(=O)CCNC(=O)Nc1ccc2nc(C)n(Cc3ccccc3Cl)c(=O)c2c1
  12	7	-3	-3	-2	-11	-2	-3
